# OX1R antag-1: antagonists of human orexin 1 receptor; O43613; CHO/OX1R cells, Fluo-8 calcium fluorescence, orexin A; inhibition, % at 5 µM; hit rate 0.43% among 330,000; AID 434989;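 active = inhibition above its plate's threshold, mean inhibition of all tested compounds on the plate plus 3 SD, cut at about 37% in these data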;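 note: 0% = orexin A challenge wells and 100% = SB-334867-A antagonist wells; not every result past the cut was called active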
# Target sequence (O43613 whole entry, looked up): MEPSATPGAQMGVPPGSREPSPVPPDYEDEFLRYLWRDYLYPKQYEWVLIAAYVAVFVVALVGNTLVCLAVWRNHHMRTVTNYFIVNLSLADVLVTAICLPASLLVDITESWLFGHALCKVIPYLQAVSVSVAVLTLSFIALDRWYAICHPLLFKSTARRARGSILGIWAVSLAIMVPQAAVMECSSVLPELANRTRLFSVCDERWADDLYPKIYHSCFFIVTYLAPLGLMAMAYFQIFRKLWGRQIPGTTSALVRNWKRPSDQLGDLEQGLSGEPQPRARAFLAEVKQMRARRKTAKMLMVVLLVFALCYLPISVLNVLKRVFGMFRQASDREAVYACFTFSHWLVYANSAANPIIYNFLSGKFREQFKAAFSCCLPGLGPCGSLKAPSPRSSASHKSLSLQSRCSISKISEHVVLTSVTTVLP
# OX1R antag-2: OX1R (human) antagonism | hit rate 1.8% among 330,000 | O43613 | OX1R-expressing cells, FRET antagonist read-out | AID 485270 | inhibition, % at 6.6 µM; in the data active = inhibition mostly above about 38%, no sharp cut-off; inactive = mostly below about 40%;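 note: 0% = agonist challenge alone and 100% = reference antagonist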
# The depositor's hits bear a star. Random draw from the library; overall some 2.1% were active at least once.
# The line under a structure holds: OX1R antag-1, OX1R antag-2
> O=C(Nc1ccc(Br)cc1)c1ccc(N2C(=O)C3CC=CCC3C2=O)cc1 (centres undefined)
 : -6, 5
> O=C(NCc1ccccc1)C1=C[C@H](c2ccc3c(c2)OCO3)C[C@H](OCc2ccc(CO)cc2)O1
 : -13, 30
> O=C(NCc1ccco1)c1ccc([N+](=O)[O-])cc1Cl
 : 4, 28
> CN1CCN(C(c2ccc(C(F)(F)F)cc2)c2cc(Cl)c3cccnc3c2O)CC1 (centres undefined)
 : 6, 25
> CCN(CC)CCCN1C(=O)c2oc3ccccc3c(=O)c2C1c1cccs1 (centres undefined)
 : -15, 5
> CC(NC(=O)CCSc1nc(-c2ccco2)cc(C(F)(F)F)n1)c1ccccc1 (centres undefined)
 : -27, 36
> Cc1cc(N/N=C/c2ccccc2O)nc(N2CCOCC2)n1
 : -18, 5
> Cc1ccc(S(=O)(=O)NC(Cc2ccccc2)C(=O)O)cc1 (centres undefined)
 : -1, 6
> Cc1cc(C)c(C#N)c(SCC(=O)c2cc(C)n(CCc3ccccc3)c2C)n1
 : -4, 28
> CCN(C(=S)Nc1cccc(C)c1)c1ccccc1
 : -2, 8
> COc1cc([C@H]2c3[nH]c4ccccc4c3C[C@H]3C(=O)N4[C@@H](c5cc(OC)c(OC)c(OC)c5)c5[nH]c6ccccc6c5C[C@H]4C(=O)N23)cc(OC)c1OC
 : 0, 6
> Cn1c(C(=O)O)ccc1S(=O)(=O)N(Cc1ccccc1)Cc1ccccc1
 : 1, 14
> COc1ccc(N2CCN(C(=O)COC(=O)c3oc4ccccc4c3C)CC2)cc1
 : -9, 13
> O=C(Nc1ccccc1C(=O)N1CCOCC1)c1cc2ccccc2o1
 : -27, -2
> CC(C)CCN1CCN(Cc2ccsc2)CC1CCO (centres undefined)
 : -4, 2
> CCN(CC)S(=O)(=O)c1ccc(NC(=O)C2COc3ccccc3O2)cc1 (centres undefined)
 : 4, 10
> Cc1ccc(C)c(C(=O)CN2C3=NCCCN3c3ccccc32)c1
 : -31, 14
> O=C(/C=C/c1ccc([N+](=O)[O-])s1)N1CCCC1
 : -18, 52*
> CS/C(=N\S(=O)(=O)c1ccc(Cl)cc1)c1ccccc1
 : 5, 19
> COc1ccc(NC(=O)CSc2ccc(NC(C)=O)cc2)cc1S(=O)(=O)N1CCOCC1
 : -5, 3
> CCCN1C(=O)CSC1=Nc1ccccc1
 : 10, 8
> COc1cc(C(=O)NNC(=S)NC(=O)c2ccc3c(c2)OCO3)cc(OC)c1OC
 : -33, 17
> Clc1ccc(SCc2cc(N3CCOCC3)nc(-c3ccccn3)n2)cc1
 : -22, -97
> Cn1c(=O)c2[nH]c(Nc3ccccc3)nc2n(C)c1=O
 : -16, 3
> CC(C)CC1CCCCC1OC(=O)CN1CCCCC1 (centres undefined)
 : -20, 8
> Cc1ccc(CN2CCN(/N=C\C(Br)=C\c3ccccc3)CC2)cc1
 : -27, 7
> C=CCN(Cc1nc(-c2ccccc2)no1)C(=O)c1ccco1
 : -2, 13
> C/C(N)=C(/C#N)C(=O)CSc1nc2ccccc2c(=O)n1-c1ccc(C)c(Cl)c1
 : -15, 26
> COc1ccc(Nc2cc(C)nc(-n3nc(C)cc3C)n2)cc1
 : -8, 10
> COc1cc(Cl)cc(C(=O)O)c1OCC(=O)O
 : 5, 0
> CCc1cccc(NC(=O)C2CCN(S(=O)(=O)c3cccs3)CC2)c1
 : -4, -2
> C[C@H](NC(=O)c1ccco1)C(=O)NNC(=O)c1ccc(F)cc1
 : 4, 6
> COc1ccc(-c2cc(C(=O)OC(C)C(=O)Nc3c(C)n(C)n(-c4ccccc4)c3=O)c3ccccc3n2)cc1 (centres undefined)
 : -1, 62*
> CCCc1[nH]nc2c1C(c1ccccc1OC)C(C#N)=C(N)O2 (centres undefined)
 : -12, 14
> CC1CCCC(NC(=O)COC(=O)Cc2ccsc2)C1C (centres undefined)
 : -6, 14
> COc1ccc(C(=O)N/C(=C\c2ccccc2)C(=O)N2CCOCC2)cc1
 : -13, 24
> CCCCCCN[C@H]1CCC2C3CC=C4C[C@@H](O)CC[C@]4(C)C3CC[C@@]21C (some centres undefined)
 : -21, 8
> COc1ccc(S(=O)(=O)N2CCCCC2)cc1NC(=O)CN1C(=O)NC(C)(C2CC2)C1=O (centres undefined)
 : -9, 1
> CCCCOC(=O)Nc1ccc(S(=O)(=O)Nc2ccc([N+](=O)[O-])cc2)cc1
 : -18, 22
> CC(C(=O)NC(=O)NC1CCCCC1)N1CCN(c2ccc(O)cc2)CC1 (centres undefined)
 : -31, 9

# Sorted by molar mass (largest number first): 4 of the compounds above
# The line under a structure holds: OX1R antag-1, OX1R antag-2
> CCCCOC(=O)Nc1ccc(S(=O)(=O)Nc2ccc([N+](=O)[O-])cc2)cc1
 : -18, 22
> COc1ccc(C(=O)N/C(=C\c2ccccc2)C(=O)N2CCOCC2)cc1
 : -13, 24
> C[C@H](NC(=O)c1ccco1)C(=O)NNC(=O)c1ccc(F)cc1
 : 4, 6
> CC1CCCC(NC(=O)COC(=O)Cc2ccsc2)C1C (centres undefined)
 : -6, 14

# More structures follow.
# The line under a structure holds: OX1R antag-1, OX1R antag-2
> O=C(Cn1nnc(-c2ccccc2F)n1)Nc1ccc2c(c1)OCCO2
 : -14, 37
> CCc1nnc(NC(=O)c2n[nH]c(=O)c3ccccc23)s1
 : 0, 12
> Cc1ccc(Nc2nnc(SCC(=O)NCCN3C(=O)CSC3=O)s2)cc1
 : -40, 8
> O=C(N/N=C/c1ccccc1O)c1ccc2c(c1)OCO2
 : -13, 4
> Cc1ccc(N(C(C)C(=O)O)S(=O)(=O)c2c(C)[nH]c(=O)[nH]c2=O)cc1 (centres undefined)
 : -12, 10
> C/C=C(\C)C(=O)NCCN1C2=NC[C@@H](C)N2C[C@@H]1Cc1ccc(OC)cc1
 : -24, 13
> CSc1nsc(SCC(=O)N2CCCc3ccccc32)n1
 : -26, 7
> O=C1CCC(=O)N1CC(O)COc1ccccc1 (centres undefined)
 : -9, 10
> CCCCC12CN3CC(C)(CN(C1)C31C(=O)N(C)c3ccc(C)cc31)C2=O (centres undefined)
 : -13, 15
> CN(C)CCCN(C(=O)c1ccc(S(=O)(=O)N(C)C2CCCCC2)cc1)c1nc2ccc(F)cc2s1
 : -15, 5
> Cc1ccccc1N1CC2=C(C1=O)C(c1ccccc1)NC(=O)N2C (centres undefined)
 : -3, 12
> O=C(NCc1ccccc1)[C@@H]1C[C@H]1[C@@H](NP(=O)(c1ccccc1)c1ccccc1)c1ccccc1
 : -35, 17
> CCOC(=O)C1=C(O)/C(=C\c2ccc(O)c(OCC)c2)N=C1C
 : -2, 46
> CCn1c(SCC(N)=O)nc2c(c1=O)C1(CCCC1)Cc1ccccc1-2
 : -13, 6
> CCC1(CC)NC(=O)N(CC(=O)Nc2ccc(S(=O)(=O)N3CCOCC3)cc2)C1=O
 : -4, 19
> CN(CC(=O)Nc1ccc(Cl)c(C(F)(F)F)c1)C(=O)c1cccnc1Sc1ccccc1
 : -24, 43
> COc1ccc(NC(=O)c2ccc(S(=O)(=O)N3CCCC3)cc2)cc1OC
 : -4, 4
> CCn1nccc1C(=O)Nc1nccs1
 : -15, 7
> O=c1c2ccccc2nnn1CCO
 : -6, 7
> CCCCn1c(N)c(N(CC(C)C)C(=O)CSC(C)C(=O)Nc2cc(C)on2)c(=O)[nH]c1=O (centres undefined)
 : -8, 18
> CCOC(=O)C1CCN(C(=O)CCNS(=O)(=O)c2ccc3c(c2)CCN3C(=O)CC)CC1
 : -10, 16
> O=C(CC1C(=O)NCCN1Cc1cccc(Oc2ccccc2)c1)NCc1cccnc1 (centres undefined)
 : -9, 7
> CCCC(CCC(=O)Nc1ccc(S(N)(=O)=O)cc1)C(=O)O (centres undefined)
 : -6, 9
> COc1ccc(OC)c(NC(=O)CSc2nnc(CNC(=O)c3cccs3)o2)c1
 : -16, 5
> OC1(c2ccc(F)cc2)CSC(=Nc2cccnc2)N1Cc1ccco1 (centres undefined)
 : 2, 61
> O=C(NCc1ccco1)C1CCCN(S(=O)(=O)c2cccc3nonc23)C1 (centres undefined)
 : -9, 96*
> CN(C)C(=O)c1ccc(NC(=O)CN2C(=O)NC3(CCCc4ccccc43)C2=O)cc1 (centres undefined)
 : -16, 2
> CCCNS(=O)(=O)/C=C/c1ccccc1
 : -11, 6
> CCOc1ccc(CCNC(=O)C2CCCN(c3ncnc4c3nc3n4CCCCC3)C2)cc1 (centres undefined)
 : -32, 14
> O=[N+]([O-])c1ccc(Nc2ccc(F)cc2)cc1
 : -4, 2
> CN(C)CCCn1c(=O)n(Cc2ccccc2)c(=O)c2c3c(sc21)CCCCC3
 : -27, 5
> Cc1ccc(NCC(O)Cn2cnc3c2c(=O)n(C)c(=O)n3C)cc1 (centres undefined)
 : 2, 6
> CCCS(=O)(=O)N1CCN(C(=O)c2cc(OC)cc(OC)c2)CC1
 : 1, 5
> O=C1CCCCC1Sc1nnc(Cc2cccs2)n1CCc1ccccc1 (centres undefined)
 : -41, 5
> O=C(CN1CCC(C(=O)c2ccc(F)cc2)CC1)NCc1ccccc1F
 : -21, 11
> CCC(C)NC(=O)CSc1nc2n[nH]c(C)c2c(=N)n1-c1ccc(OC)cc1 (centres undefined)
 : -15, 50
> CCOC(=O)c1ccc(Oc2nc(NC(C)(C)C)nc(N(C)C)n2)cc1
 : -8, 36
> CN(C)c1cccc2c(S(=O)(=O)N3CCCC3)cccc12
 : -40, 14
> Cc1cc(=O)n(C)c2ccc(S(=O)(=O)N3CCOCC3)cc12
 : 5, 5
> COc1ccccc1NC(=O)c1sc2ncn(CC(=O)N3CCC(C)CC3)c(=O)c2c1C
 : -21, 6
> C[C@@H](NC(=O)Cn1cnc2c(OCc3ccccc3)ncnc21)c1cccc2ccccc12
 : -3, 9
> Fc1ccc(OCCOCCOc2cccc3[nH]ccc23)cc1
 : -23, 2
> CCOC(=O)c1cnc(-c2ccccc2)nc1N(C)C
 : -19, 15
> Cc1nc(COC(=O)c2ccc(S(=O)(=O)N3CCCC3)cc2)cs1
 : -31, 10
> CC[C@]12c3[nH]c4cc(CCC(=O)N(C)C)ccc4c3CCN1C(=O)[C@@H](CC(=O)NCCc1ccccn1)C[C@@H]2C(=O)N1CCN(C(=O)C2CC2)CC1
 : -10, 1
> CN(c1ncnc(N)c1[N+](=O)[O-])C1CCS(=O)(=O)C1 (centres undefined)
 : -5, 11
> COc1ccc(/C=C/C(=O)OC(C)CN2CCCCC2)cc1 (centres undefined)
 : -21, -4
> CCOc1ccccc1N1CCN(C(=O)c2cc3cc(OC)ccc3[nH]2)CC1
 : -27, 2
> CCOC(=O)C(NC(=O)NCc1ccc(OC)cc1)(OCC)C(F)(F)F (centres undefined)
 : -20, 13
> O=C(COc1ccccc1)Nc1ccc(Cl)cn1
 : -1, 9

# Reformatted with the structure last: 5 of the compounds above
OX1R antag-1,OX1R antag-2,SMILES
-27,2,CCOc1ccccc1N1CCN(C(=O)c2cc3cc(OC)ccc3[nH]2)CC1
-21,-4,COc1ccc(/C=C/C(=O)OC(C)CN2CCCCC2)cc1 (centres undefined)
-20,13,CCOC(=O)C(NC(=O)NCc1ccc(OC)cc1)(OCC)C(F)(F)F (centres undefined)
-5,11,CN(c1ncnc(N)c1[N+](=O)[O-])C1CCS(=O)(=O)C1 (centres undefined)
-3,9,C[C@@H](NC(=O)Cn1cnc2c(OCc3ccccc3)ncnc21)c1cccc2ccccc12

# (more compounds)
# The line under a structure holds: OX1R antag-1, OX1R antag-2
> Cc1ccc(Nc2nnc(SCC(=O)Nc3ncc(S(=O)(=O)c4ccc([N+](=O)[O-])cc4)s3)s2)cc1
 : -18, 0
> O=C(COC(=O)CNC(=O)c1ccc([N+](=O)[O-])o1)Nc1ncc(C(F)(F)F)cc1Cl
 : 6, 14
> CCOC(=O)C1CCCN(c2nc(C)nc3c2oc2ccccc23)C1 (centres undefined)
 : 1, 27
> O=C(Cn1cnc2ccccc2c1=O)Nc1cccc(S(=O)(=O)N2CCCCC2)c1
 : -28, 10
> COc1ccccc1C(=O)NN=C1CCN(Cc2ccccc2)CC1
 : -5, 28
> CC(=O)c1ccccc1OC(=O)CCN1C(=O)C2C3C=CC(C4CC34)C2C1=O (centres undefined)
 : -30, 6
> CCOc1ccc(Cc2nnc(SCC(=O)Nc3c(C)cccc3C)[nH]c2=O)cc1
 : -8, 10
> COc1ccnc(Oc2cc(Cl)cc(Cl)c2)c1C#N
 : -20, 20
> CC1=NOC(=O)/C1=C\c1ccc(-c2cccc(Cl)c2)o1
 : 5, 18
> COc1ccc(NC(=O)CSCc2ccccc2C)cc1
 : -14, 9
> COc1ccc(/C=C/C(=O)OCC(=O)NCCc2ccccc2)c(OC)c1
 : -28, 12
> COc1ccc2nc(NC(=O)c3ccc(NS(=O)(=O)c4cccs4)cc3)sc2c1
 : -4, 37
> CC(C)(C(=O)c1ccccc1)/[N+]([O-])=C/c1ccc(Br)cc1
 : -9, 4
> CCOc1cccc(-c2nn3c(-c4cc(C)[nH]n4)nnc3s2)c1
 : -14, 20
> O=C(COC(=O)CCC(=O)Nc1nccs1)NCc1ccco1
 : -14, 10
> O=C(NC(=S)N1CCN(c2ccc([N+](=O)[O-])cc2)CC1)c1ccccc1Cl
 : -17, 10
> COc1cc(CN2CCN(c3cccc(C)c3C)CC2)cc(OC)c1O
 : -10, 6
> CCS(=O)(=O)c1ccc2oc(Nc3ccccc3C)nc2c1
 : -7, 9
